PGE2 EP2 inh: human EP2 receptor antagonists, primary screen, TR-FRET cAMP, C6 glioma cells; Prostaglandin E2 receptor EP2 subtype (Homo sapiens), P43116; C6 glioma cells expressing human EP2; cells stimulated with saturating PGE2; 260,000 compounds, 0.52% hits; inhibition, % at 25 µM;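 active means percent inhibition above 40 after rounding to a whole number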;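 further: rat C6 glioma host cells with rolipram phosphodiesterase inhibitor present; the protocol text gives 20 µM as final concentration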
Target sequence (P43116 whole entry, looked up): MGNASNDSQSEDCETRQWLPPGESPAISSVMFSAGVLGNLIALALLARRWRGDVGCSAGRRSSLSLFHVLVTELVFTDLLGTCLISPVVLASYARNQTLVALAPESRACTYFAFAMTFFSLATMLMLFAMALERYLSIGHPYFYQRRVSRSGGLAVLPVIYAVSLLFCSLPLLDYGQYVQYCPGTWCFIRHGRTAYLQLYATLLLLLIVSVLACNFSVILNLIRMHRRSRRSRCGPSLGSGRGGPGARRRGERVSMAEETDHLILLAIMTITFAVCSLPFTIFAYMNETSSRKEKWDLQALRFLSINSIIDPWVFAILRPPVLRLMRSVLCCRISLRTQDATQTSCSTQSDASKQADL
eIF4E 4G PPI: eIF4E–eIF4G protein interaction inhibitors, primary screen, biochemical, uHTS, TR-FRET, eIF4GI fragment; Eukaryotic translation initiation factor 4E (Mus musculus) + Eukaryotic translation …; 220,000 compounds, 0.37% hits; TR-FRET eIF4E-eIF4GI(517-606) binding, 2 h; inhibition, % at 21.7 µM; AID 782, 2007;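 active means inhibition above about 30%, limit read from the data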;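 further: 0% = full FRET control wells and 100% = background wells lacking eIF4GI fragment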
EP2 mod: EP2 receptor modulators, cAMP readout, primary screen, cell-based, HTRF cAMP, PGE2 stimulation; Prostaglandin E2 receptor EP2 subtype (Homo sapiens), P43116; EP2-expressing cells, cAMP HTRF FRET, PGE2 co-stimulation; induction, % at 25 µM; 260,000 compounds, 0.83% hits;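 active means compounds whose cAMP rise, as percent of the full-agonist control response, exceeds 60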;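 further: rat C6 glioma line stably carrying human EP2 under a CMV promoter; the protocol text gives 20 µM as final concentration; 100% = response of wells given 1 µM PGE2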
L929 necroptosis: inhibitors of zVAD-triggered necroptosis, primary screen, L929 cells; L929 zVAD necroptosis rescue, ATP luminescence, 24 h; with zVAD 60 µM; viability rescue, % at 10 µM; 220,000 compounds, 0.38% hits; AID 1377, 2008;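 active means activation, scaled between plate controls, above about 75%, limit read from the data; inactive means activation under that limit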;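 further: 0% = zVAD with DMSO and 100% = DMSO alone without zVAD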
TbHK1 inh: Trypanosoma brucei hexokinase 1 inhibitors, primary screen, biochemical, G6PDH-coupled NADH absorbance, MLSCN library; inhibition, % at 10 µM; hexokinase 1 [Trypanosoma brucei]; recombinant TbHK1, G6PDH-coupled NADH A340; 220,000 compounds, 0.11% hits; AID 1430, 2008;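 active means inhibition of 50% or more in the single-dose primary screen; inactive means inhibition below 50%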
Hck-Nef inh: inhibitors of Nef-activated human Hck kinase, primary screen, biochemical, Z-Lyte FRET, 384-well, Hck-YEEI. 220,000 compounds, 0.68% hits. Tyrosine-protein kinase HCK (Homo sapiens), P08631. Recombinant Hck-YEEI plus Nef, Z-Lyte FRET kinase assay. inhibition, % at 20 µM. AID 463187, 2010;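 active means Hck-Nef kinase inhibition above about 50%, limit read from the data; inactive means inhibition below that limit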;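 further: 0% = DMSO with Hck plus Nef and 100% = Hck alone without Nef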
Target sequence (P08631 whole entry, looked up): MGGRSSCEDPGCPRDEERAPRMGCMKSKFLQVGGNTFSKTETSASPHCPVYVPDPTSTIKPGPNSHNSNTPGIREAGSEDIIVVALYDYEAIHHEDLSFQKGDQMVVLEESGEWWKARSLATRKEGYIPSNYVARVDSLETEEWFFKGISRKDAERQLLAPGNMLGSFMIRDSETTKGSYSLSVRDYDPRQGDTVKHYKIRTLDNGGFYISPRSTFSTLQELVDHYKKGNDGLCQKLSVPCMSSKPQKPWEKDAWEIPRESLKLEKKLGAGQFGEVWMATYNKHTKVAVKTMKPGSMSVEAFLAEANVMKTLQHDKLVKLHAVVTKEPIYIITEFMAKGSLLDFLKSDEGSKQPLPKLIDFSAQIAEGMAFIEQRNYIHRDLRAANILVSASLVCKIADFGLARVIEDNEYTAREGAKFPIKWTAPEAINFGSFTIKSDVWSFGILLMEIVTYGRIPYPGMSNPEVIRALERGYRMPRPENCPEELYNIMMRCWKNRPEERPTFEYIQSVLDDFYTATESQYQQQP
14-3-3 Bad PPI: inhibitors of 14-3-3 zeta/Bad binding, primary screen, biochemical, TR-FRET, bovine 14-3-3 zeta. TR-FRET 14-3-3zeta/Dy647-pBad peptide displacement, 1 h. inhibition, % at 21.7 µM. AID 781, 2007. 220,000 compounds, 0.71% hits;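 active means inhibition above about 70%, limit read from the data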;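 further: 0% = full 14-3-3 plus peptide FRET controls and 100% = background without 14-3-3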
Rad51 HR inh: human RAD51 strand exchange inhibitors, primary screen, biochemical, fluorescence. DNA repair protein RAD51 homolog 1 (Homo sapiens), Q06609. hRad51 DNA strand exchange, fluorescence dequenching. inhibition, % at 10 µM. 200,000 compounds, 0.085% hits;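 active means inhibition above 40% at the single screening dose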;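 further: 0% = DMSO control wells and 100% = blanks with heterologous ssDNA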
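Test system: preformed human Rad51 ssDNA filaments; also added: Donor/quencher-labelled 47-bp dsDNA substrate; doses: 10 µM final, single point; times: 37 °C 15-min filament assembly, 30-min compound preincubation, 15-min exchange; detection: FRET fluorescence dequenching, excitation 485 nm, emission 520 nm; read-out basis: Fluorescence-based percent inhibition, control- and blank-normalised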
m-calpain inh: inhibitors of pig calpain II, primary screen, biochemical, fluorogenic peptide substrate, 1536-well | 220,000 compounds, 0.37% hits | inhibition, % at 16 µM | purified calpain II, 30 min;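 active means inhibition above about 50%, limit read from the data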
An asterisk follows results filed as active; x = not tested or not shown; & = joins results of further samples; [ ] = another dose, or the depositor's remark.

SMILES	PGE2 EP2 inh	eIF4E 4G PPI	EP2 mod	L929 necroptosis	TbHK1 inh	Hck-Nef inh	14-3-3 Bad PPI	Rad51 HR inh	m-calpain inh
O=C(CCC1CCCN(c2ncccn2)C1)N1CCN(c2ccccn2)CC1 (stereo not drawn)	11	3	4	-0.7	-8	14	1	x	-7
COc1ccc(-n2c(COc3cccc(C)c3)nnc2SCC(=O)NCc2ccco2)cc1	7	5	5	0.2	1	-1	1	-6	7
CS(=O)(=O)N1CCC(C(=O)N2CCc3ccccc3C2)CC1	7	-7[fluorescence artefact?]	10	-0.6	5	0	-6[fluorescence artefact?]	1	-17
CCOC(=O)c1ccc(NC(=O)c2ccccc2N(C)S(=O)(=O)c2ccccc2)cc1	12	7[fluorescence artefact?]	23	2.4	-6	2	2	4	-4
COc1ccc(COC(=O)Nc2cn(C)nc2C(F)(F)F)cc1	3	-1	-29	0.1	5	19	-15	-13	-24
CC1(C)CC(=O)N(Cc2ccccc2)C(=O)C1	2	7	15	0.5	-2	0	-5	25	16
O=C(Cn1[nH]c(=O)c2ccccc2c1=O)Nc1ccc(-c2nnc3n2CCCCC3)cc1	11	9	31	-0.5	1	5	5	1	23
CN(C)CCOc1cccc(Cl)c1	11	2	13	0.3	2	-22	34	20	8
COc1ccc(NC(=O)c2cccnc2SC)cc1S(=O)(=O)N1CCCCC1	7	-1	-21	0.9	3	0	2[fluorescence artefact?]	0	10
Cc1cccc(OCCCC(=O)Nc2ccc(S(N)(=O)=O)cc2)c1C	8	0	-37	2.1	30	1	-19	6	-33
CN(C(=O)CSc1nnc(-c2cccnc2)n1-c1ccccc1F)C1CCS(=O)(=O)C1 (stereo not drawn)	2	1	14	-0.7	-2	27	-7	14	14
NC(=O)CSc1nnc(Cc2ccc3c(c2)OCO3)o1	7	3	24	4.5	-2	23	-3	-2	-13
CC1CC(=O)c2cnc(NCc3ccco3)nc2C1 (stereo not drawn)	9	1	-2	-0.3	17	2	1	-5	9
COC(=O)CC(NS(=O)(=O)c1cccs1)c1cccc2ccccc12 (stereo not drawn)	9	-1	27	-0.4	4	2	12[fluorescence artefact?]	-3	60*
COc1ccc(/C=C2\CCCc3c2nc2ccccc2c3C(=O)OCC(=O)c2c(N)n(C)c(=O)n(C)c2=O)cc1	1	0[fluorescence artefact?]	16	1.3	-15	2	-17	-8	-43
COc1ccccc1NC(=O)CCC(=O)O	6	-1	34	-0.7	-6	1	4	0	2
CC(Oc1cccc(NC(=O)c2cccs2)c1)C(=O)c1ccccc1 (stereo not drawn)	14	0	-64	2.0	5	9	-18	22	14
CC(=O)n1nc(-c2cccc(C)c2)nc1SCC(=O)Nc1ccccc1	7	-2	19	0.0	1	2	-5[fluorescence artefact?]	-2	-12
O=C(NCCC1=CCCCC1)C1CCC(CNS(=O)(=O)c2ccccc2)CC1 (stereo not drawn)	7	-4[fluorescence artefact?]	-43	x	4	0	-1[fluorescence artefact?]	x	29
Cc1ccc(C(=O)OCC(=O)Nc2ccc3c(c2)OCO3)cc1S(=O)(=O)N1CCOCC1	7	-11	5	0.0	-2	0	30[fluorescence artefact?]	-9	-66
COC(=O)[C@@H]1C[C@@H]2CC[C@@H](O)C[C@@H]2N1Cc1ccc(N2CCN(C)CC2)cc1	11	-4	5	0.3	-7	23	-6	5	-13
c1ccc2c(c1)CCN(CCCNc1nc3ccccc3n3cnnc13)C2	11	-1[fluorescence artefact?]	8	1.6	-3	0	-5[fluorescence artefact?]	2	-1
c1csc(-c2nnc(N3CCCCCC3)c3ccccc23)c1	8	0	28	0.8	1	3	29	2	8
Cc1ccc(Nc2nc(=O)c3cccnc3s2)c(Br)c1	15	11	0	-0.1	-6	4	-9	x	6
O=C(c1cnn2c(C(F)F)cc(-c3ccccc3)nc12)N1CCCCC1c1cccnc1 (stereo not drawn)	9	-3	-10	-0.9	-7	12	2	3	-8
O=C(Cn1nnc(-c2ccccc2NC(=O)c2cccs2)n1)Nc1ccccc1	24	-1	0	1.7	-3	3	4	1	-81
CCCCC(=O)Nc1cccn2ncnc12	4	1	7	0.1	-3	18	-2	-1	1
O=C(NNC1CC(=O)N(c2ccc3c(c2)OCCO3)C1=O)c1ccc(Cl)cc1 (stereo not drawn)	10	-3	5	-0.2	2	-5	4	9	-1
CN(C)S(=O)(=O)c1cccc(NC(=O)COC(=O)c2cccc(S(=O)(=O)N3CCc4ccccc4C3)c2)c1	1	5	-5	0.8	1	2	0	-26	-30
COC(=O)C1=C(C)N(c2ccc(C(=O)OC)cc2)C(=O)C1	8	2[fluorescence artefact?]	34	1.5	3	6	0	1	-11
COC(=O)c1c(C)[nH]c(O)c1C=Nc1ccc(C(C)C)cc1	11	-10	-50	82*	-15	4	-28[fluorescence artefact?]	-17	23
CCn1c(SCC(=O)Nc2ccccc2N2CCCCC2)nc2c1c(=O)n(C)c(=O)n2C	5&8	-1[fluorescence artefact?]	46&32	-0.2	1	-1	-7	2	4
O=C(NC(=S)NCCN1CCOCC1)c1ccccc1Cl	7	18	64*	-0.1	4	0	3	10	-10
CCOC(=O)CN(C(=O)CSc1nnc(C)n1-c1ccccc1)c1ccccc1	-2	3	4	-0.3	-2	1	1[fluorescence artefact?]	1	-3
CC(=O)NC(Cc1ccccc1)c1ccc2c(c1)OCCCO2 (stereo not drawn)	8	5[fluorescence artefact?]	0	0.6	0	5	8	x	-17
CN1CCN(c2ccc(CNC(=O)c3ccc4c(c3)OCCO4)cc2)CC1	15	6	5	0.7	-2	7	1	15	-14
Cc1cc(C(=O)NCCC(c2ccccc2)c2ccccc2)c(C)o1	4	-4[fluorescence artefact?]	26	-0.3	3	6	-5	2	23
Clc1cccc(-c2ccc(C=Nc3ccc(N4CCOCC4)cc3)o2)c1Cl	15	14	-33	0.9	-22	31	-1	14	-49
CCOC(=O)c1c(Nc2ccccc2)sc(/C=C2\C=Nc3ccccc32)c1O	8	-43	-8	1.2	-13	1	6	-160	-31
O=C(c1cccs1)N1CCN(S(=O)(=O)c2cccs2)CC1	0	0	-43	0.5	-7	-11	-3	4	4

The final 2 compounds of the part above are carried over, then new ones follow:
SMILES	PGE2 EP2 inh	eIF4E 4G PPI	EP2 mod	L929 necroptosis	TbHK1 inh	Hck-Nef inh	14-3-3 Bad PPI	Rad51 HR inh	m-calpain inh
CCOC(=O)c1c(Nc2ccccc2)sc(/C=C2\C=Nc3ccccc32)c1O	8	-43	-8	1.2	-13	1	6	-160	-31
O=C(c1cccs1)N1CCN(S(=O)(=O)c2cccs2)CC1	0	0	-43	0.5	-7	-11	-3	4	4
Cc1ccc(S(=O)(=O)NC2CCC(C(=O)O)CC2)cc1 (stereo not drawn)	5	3[fluorescence artefact?]	36	-0.7	-1	2	-2[fluorescence artefact?]	0	-52
c1ccc(CCN=C2CCCc3c2[nH]c2ccccc32)cc1	8	2	-48	2.2	-27	7	4	9	-85
C/C(CC(=O)NCc1ccco1)=N\NC(=O)CC#N	5	2	26	0.7	3	-7	-16	26	-11
O=C(NNc1ccc(Cl)cc1)c1cccs1	10	0	-26	-0.8	-4	8	1	0	-10
Cc1ccc(S(=O)(=O)n2c([N+](=O)[O-])cnc2C)c(C)c1C	9	3[fluorescence artefact?]	29	0.4	-16	3	33[fluorescence artefact?]	x	-7
CCc1nn2c(=O)cc(COc3ccc(/C=C4\C(=N)N5N=C(CC(C)C)SC5=NC4=O)cc3)nc2s1	9	10	-14	-0.6	-31	27	6	-33	9
COc1cccc(OC)c1OCCCOc1ccc(C)cc1Br	12	6	4	0.6	31	2	-15[fluorescence artefact?]	x	4
Nc1n[nH]c2c1C1(CCCCC1)Cc1ccccc1-2	4	2	74*	22	2	-17	10[fluorescence artefact?]	1	-4
COc1ccc(CNC(=O)C2CCCN2S(=O)(=O)c2ccc(S(=O)(=O)N(C)C)cc2)cc1 (stereo not drawn)	13	4	18	2.7	-6	1	-4	4	-34
CCCCOC(=O)c1ccc(NC(=S)N2CCN(c3ncc4c(=O)c(C(=O)O)cn(CC)c4n3)CC2)cc1	8	-3	0	0.5	-37	11	-7	x	3
CCOC(=O)c1c(C)[nH]c(C)c1C(=O)CSc1nnc(-c2ccco2)n1Cc1ccccc1	11	7	5	-0.6	-1	0	-4	-4	-1
O=C(NCCc1c[nH]c2ccccc12)/C(=C/c1cccnc1)NC(=O)c1cccs1	5	1	16	1.1	-1	16	-8	2	-12
COc1cccc(-c2nc3ccccc3s2)c1	11	6[fluorescence artefact?]	-31	0.5	-7	0	-1	-2	-21
CCOC(=O)Cn1c(S(=O)(=O)Cc2ccc(F)cc2)nc(-c2ccccc2)c1-c1ccccc1	8	-4	28	-0.3	-1	-2	6	11	-22
O=C(NC(=S)N1CCN(c2ccc([N+](=O)[O-])cc2)CC1)c1ccccc1Cl	8	2	-12	-0.1	-6	18	-8	x	0
COCC(C)n1c(=O)sc2ccccc2c1=O (stereo not drawn)	5	1	13	0.6	-2	26	1	-4	16
COC(=O)c1cccc(NC(=O)COC(=O)CSc2nc(C)cc(C)n2)c1	3	-5	2	-0.2	0	1	-12	0	-1
Cc1ccc(S(=O)(=O)N2CCN(CC(=O)N/N=C\C(Cl)=C\c3ccccc3)CC2)cc1	2	-2	-18	2.2	-14	0	-3[fluorescence artefact?]	x	-4
Cc1c(C)n(C(=O)CSc2ncn[nH]2)c2ccccc12	15	1	2	0.1	3	2	-9	1	-8
CCN(C(=O)COc1cc(=O)n(CC)c2ccccc12)c1cccc(Cl)c1	3	-8	12	-0.2	-8	3	-6	-3	-39

Single entries from the results shown.
TbHK1 inh with `O=C(NNc1ccc(Cl)cc1)c1cccs1` → -4
EP2 mod with `O=C(NC(=S)N1CCN(c2ccc([N+](=O)[O-])cc2)CC1)c1ccccc1Cl` → -12
PGE2 EP2 inh with `Cc1c(C)n(C(=O)CSc2ncn[nH]2)c2ccccc12` → 15

New compounds follow
SMILES	PGE2 EP2 inh	eIF4E 4G PPI	EP2 mod	L929 necroptosis	TbHK1 inh	Hck-Nef inh	14-3-3 Bad PPI	Rad51 HR inh	m-calpain inh
COc1cc(NC(=O)CCC(=O)O)nc(OC)n1	7	4	-13	1.0	-3	5	-2	-6	5
CS(=O)(=O)N1CCC(C(=O)Nc2ccc(F)cc2F)CC1	10&8	-3	9&-31	-0.1	0	-13	-1	-14	12
Cc1cccc(NCN2C(=O)c3ccncc3C2=O)n1	8	5	17	0.8	0	5	-18	-4	14
COc1ccc(CCN(C)C(=O)C2CCN(Cc3ccccc3)CC2)cc1OC	12	3	26	2.6	-4	21	51	4	-15
O=C(NCCCl)Nc1cccnc1Cl	2	0	-8	0.2	-4	20	-11	-1	-19
O=C(c1cc2ccccc2oc1=O)N1CCOCC1	7	-5	5	0.6	-22	29	1	-2	-19
COc1ccccc1OCC(=O)NN1Cc2ccccc2C1=N	22	-2	17	0.5	0	8	26	4	-13

From PubChem BioAssay

This is a subset. The share of hits here may be higher or lower than overall.
